OX1R antag = antagonists of human orexin 1 receptor (OX1R); Orexin/Hypocretin receptor type 1 (Homo sapiens), O43613; OX1R-expressing cells, FRET antagonist read-out; inhibition, % at 6.6 µM; 330,000 compounds, 1.8% hits; AID 485270, 2010; in the data active = inhibition mostly above about 38%, no sharp cut-off; inactive = mostly below about 40%;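 also: 0% = agonist challenge alone and 100% = reference antagonist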
Target sequence (O43613 whole entry, looked up): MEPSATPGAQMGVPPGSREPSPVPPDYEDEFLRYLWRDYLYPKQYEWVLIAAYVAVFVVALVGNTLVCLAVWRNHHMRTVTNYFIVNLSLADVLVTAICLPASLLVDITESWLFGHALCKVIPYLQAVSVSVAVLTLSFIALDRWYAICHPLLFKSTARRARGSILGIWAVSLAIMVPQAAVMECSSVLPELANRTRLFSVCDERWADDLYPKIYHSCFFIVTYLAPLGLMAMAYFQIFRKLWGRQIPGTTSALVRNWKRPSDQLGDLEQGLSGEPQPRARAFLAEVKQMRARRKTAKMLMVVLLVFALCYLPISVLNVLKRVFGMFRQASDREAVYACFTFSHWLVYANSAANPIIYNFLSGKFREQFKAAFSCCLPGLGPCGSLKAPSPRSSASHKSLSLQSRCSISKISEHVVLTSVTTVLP
STK33 inh = inhibitors of purified STK33 kinase, primary screen, biochemical, ADP-Glo luminescence, homogeneous, cell-free; Serine/threonine-protein kinase 33 (Homo sapiens), Q9BYT3; MBP phosphorylation; inhibition, % at 10 µM; 320,000 compounds, 0.073% hits; AID 2661, 2010;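 active = inhibition at or above 25%, using the most active replicate where run in duplicate; inactive = inhibition below 25%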
Target sequence (Q9BYT3 whole entry, looked up): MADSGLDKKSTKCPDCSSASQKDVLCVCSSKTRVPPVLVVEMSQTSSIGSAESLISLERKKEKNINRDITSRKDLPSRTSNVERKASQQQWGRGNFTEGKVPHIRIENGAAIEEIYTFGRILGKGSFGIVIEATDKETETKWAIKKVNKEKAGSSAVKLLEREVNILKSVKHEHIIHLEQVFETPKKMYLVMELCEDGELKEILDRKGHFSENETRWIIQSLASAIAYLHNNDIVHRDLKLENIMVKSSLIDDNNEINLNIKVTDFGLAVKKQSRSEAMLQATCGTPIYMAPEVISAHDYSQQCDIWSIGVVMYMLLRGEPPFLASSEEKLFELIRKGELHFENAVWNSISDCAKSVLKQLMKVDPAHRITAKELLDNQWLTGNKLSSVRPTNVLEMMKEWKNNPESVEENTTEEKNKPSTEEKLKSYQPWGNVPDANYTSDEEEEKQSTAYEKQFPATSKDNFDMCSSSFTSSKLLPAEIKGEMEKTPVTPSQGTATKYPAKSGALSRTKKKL
* = called active by the depositor; / = not tested or not shown. This is a random part of the collection; 1.8% or so of the library scored in one or more.

OX1R antag	STK33 inh	SMILES
7.0	-1.4	CCC(C)(C)n1nnnc1C(c1ccc(O)cc1)N1CCc2ccccc2C1 (stereo unspecified)
3.7	-0.8	COc1ccc(C2N=C(c3ccccc3)NC(c3ccccc3)=N2)cc1
11.0	0.3	CCN(CC)C(=O)C1CCCN(Cc2ccc3c(c2)OCO3)C1 (stereo unspecified)
29.8	0.7	CC[C@H](C)[C@@H]1NC(=O)c2cc([N+](=O)[O-])cc(F)c2NCCCC[C@@H](C(N)=O)NC(=O)[C@H](CC(N)=O)NC1=O
36.9	1.0	Cc1ccc(Cc2cnc(N3C(=N)SC(C)C3=O)s2)cc1 (stereo unspecified)
51.4	5.0	CCCCN1C(C)=CC(=C2C(=O)c3ccccc3C2=O)C=C1C
8.4	-0.6	Cc1ccc(NC(=O)C2CC(=O)Nc3nc4ccccc4n32)c(C)c1 (stereo unspecified)
39.6	-0.6	Cc1cccc2cc(CN(Cc3ccc4c(c3)OCO4)Cc3nnnn3C3CCCC3)c(=O)[nH]c12
9.4	-1.4	CCN(Cc1ccccc1)C(=O)COC(=O)CNS(=O)(=O)c1ccc(C)cc1
16.0	-1.7	Cc1onc(-c2ccccc2)c1C(=O)NCCN1CCOCC1
5.9	-0.7	CCCc1cc(C(=O)Nc2ccc(C(=O)c3ccc(C)cc3)cc2)n(C)n1
12.2	-1.1	O=C1c2ccccc2C(=O)N1CCc1csc(NNc2nc(CCN3C(=O)c4ccccc4C3=O)cs2)n1
14.2	/	OCCn1c(CSc2nnc(-c3ccco3)n2-c2ccccc2)nc2ccc(Cl)cc21
10.2	-1.6	CCOC(=O)C1CCN(c2c(N(C)Cc3ccco3)c(=O)c2=O)CC1
7.1	-0.7	CCOCc1[nH]c(=S)[nH]c(=O)c1Cc1ccc(OCC(C)C)cc1
24.1	-0.7	CN(C(=O)COC(=O)C1CCN(S(=O)(=O)c2cccs2)CC1)c1ccccc1
11.5	-0.3	O=C(CN1CCN(c2ccccn2)CC1)Nc1ccccc1C(=O)Nc1ccccc1
12.5	-2.1	CCN(CC)P(=O)(C(NC(=O)OC)C(F)(F)C(F)(F)C(F)(F)C(F)F)N(CC)CC (stereo unspecified)
59.3	-0.5	O=C(NC1CCCCC1)c1ccc2c(c1)S(=O)(=O)c1ccccc1C2=O
41.1	-0.2	COc1ccc(Nc2nc(NCc3ccco3)nc(N)c2[N+](=O)[O-])cc1
3.5	-2.3	CCN(CC)C(=O)CSc1nnc(-c2ccccc2)o1
-0.7	-0.7	CCCn1c(SCC(N)=O)nnc1-c1ccco1
10.7	-2.4	CCOC(=O)C1CCCc2c1[nH]c1ccc(Cl)cc21 (stereo unspecified)
2.8	0.3	OC1(Cc2ccccc2)CCNCC1
5.7	1.4	CCOC(=O)C1=C(COC(=O)CCOc2ccc(OC)cc2)NC(=O)NC1C (stereo unspecified)
-1.8	-0.5	CCNC(=S)NNC(=O)c1cc(C)on1
2.8	-1.2	Cc1cccc(C)c1NC(=O)NCc1ccco1
9.9	-0.2	COC(=O)C(C)NC(=O)c1ccc(C(C)(C)C)cc1 (stereo unspecified)
-4.5	0.0	Cn1c(=O)c2c(nc(SCc3ccccc3)n2Cc2ccc(Cl)cc2)n(C)c1=O
12.5	0.8	Cc1ccc(CNC(=O)c2cccc(-n3cnnn3)c2)cc1
-2.9	4.3	Cn1cc(-c2ccccc2C(N)=O)c(=O)c2ccccc21
6.8	-0.5	O=C(CN1C(=O)C2CCCCC2C1=O)Nc1ccc(OC(F)F)c(Cl)c1 (stereo unspecified)
3.0	-0.4	COC(=O)C1CCC(=S)N1C(=O)c1ccccc1 (stereo unspecified)
16.3	0.8	O=C(c1ccc(S(=O)(=O)N2CCCCC2)cc1)N1CCN(CCN2C(=O)c3cccc4cccc(c34)C2=O)CC1
11.5	-0.1	Cc1ccc(Cl)cc1NC(=O)CN1C(=O)NC2(CCCCCC2)C1=O
9.1	0.6	O=C(CCN1C(=O)c2ccccc2C1=O)Nc1nc2ccccc2s1
13.4	0.5	CN1C(=O)[C@H]2[C@@H](/C=C/c3ccccc3)N3C(=O)CN(Cc4ccc(-c5ccccc5)cc4)C(=O)[C@@]3(Cc3ccccc3)[C@H]2C1=O
24.6	0.8	C/C(=N\NC(=O)c1ccc(C)cc1C)c1ccc2c(c1)OCO2
17.9	-1.1	CCN(CCn1cccn1)C(=O)CC1C(=O)NCCN1CCc1ccccc1 (stereo unspecified)
10.6	-1.7	Cc1ccc(-c2noc(CCC(=O)NCCN3CCN(Cc4ccccc4)CC3)n2)cc1
52.7	1.4	O=C1CC(NNc2nc3ccccc3s2)C(=O)N1c1ccc(F)cc1 (stereo unspecified)
2.8	-2.1	CCOC(=O)c1cnc(-n2nc(C)cc2C)nc1NNc1ncc(-c2ccccc2)cn1
10.5	1.9	Cc1ccc(NC(=O)n2ncc3c(C)cccc32)cc1F
7.8	-0.6	CCCC(=O)C1C(=O)CC(CC(C)SCC)CC1=O (stereo unspecified)
13.1	-0.7	COc1ccc(NC(=O)Nc2ccc(F)cc2)cn1
20.8	0.0	O=c1cccc2c1c1cc[nH]c3ccc(=O)n2c31
25.8	0.2	CCOC(=O)N1CCN(c2nc(-c3ccco3)cc(C(F)(F)F)n2)CC1
8.0	1.1	CCOC(=O)C1(CC)NC(c2ccco2)C2C(=O)N(CC)C(=O)C21 (stereo unspecified)
24.8	0.3	CCOc1ccccc1Nc1nnc(SCc2nnc(-c3cc(OC)c(OC)c(OC)c3)o2)s1
11.7	-2.2	Cc1ccc(C)c(C(=O)OCC(=O)N(C)c2ccccc2)c1

Continued.
OX1R antag	STK33 inh	SMILES
13.4	1.1	COc1cccc(CN2CC(C(=O)N(C)C3CCOCC3)CCC2=O)c1 (stereo unspecified)
50.6*	-1.2	O=C(Nc1ccccc1)c1cc2ccc3ccccc3c2s1
1.5	-0.9	O=C(c1cc(COc2cccc(C(F)(F)F)c2)on1)N1CCC(c2ccccc2)CC1
2.8	-0.4	O=C(NCc1ccccn1)c1cc2cc(Br)ccc2oc1=O
24.4	/	Cn1c2ccc(F)cc2c2ncn(CCN3CCOCC3)c(=O)c21
5.2	-0.8	C=CCn1cc(/C=C2\SC(N3CCOCC3)=NC2=O)c2ccccc21
8.0	-0.7	O=C(C1CCCN(Cc2ccccc2C(F)(F)F)C1)N1CCCCC1 (stereo unspecified)
32.2	-0.9	NS(=O)(=O)c1ccc(NC(=O)COC(=O)c2cc([N+](=O)[O-])ccc2Cl)cc1
12.5	-1.1	Cc1cc(C)n2ncc(C(=O)Nc3ccc(Cl)c(Cl)c3)c2n1
11.5	-1.1	O=C1C2C3C=CC(CC3)C2C(=O)N1c1cccc(C(F)(F)F)c1 (stereo unspecified)
15.1	0.3	CN(Cc1ccccc1)C1=CC(=[N+]2CCCC2)CC(C)(C)C1
41.1	-0.4	O=C(COC(=O)c1cc[n+]([O-])cc1)Nc1ccc([N+](=O)[O-])cc1
7.7	-2.1	CN(C)CCCn1c(N)c(C#N)c2nc3ccccc3nc21
14.5	0.2	C#CCOCCOCCOCCNc1nc(N2CCN(C(=O)[C@H](CC(N)=O)n3cc([C@@H](N)C(C)C)nn3)CC2)nc(N2CCN(C(=O)[C@H](CC(N)=O)n3cc([C@@H](N)C(C)C)nn3)CC2)n1
13.2	1.4	CCN1C(=O)C(CC(=O)N2CCN(C(c3ccccc3)c3ccccc3)CC2)N(CC)C1=O (stereo unspecified)
3.2	-0.4	Cc1c(C)c(C)c(C(=O)CCc2cccc(NC(=O)CCC(=O)O)c2)c(C)c1C
-4.2	0.3	CC(=O)NC1C(Oc2cccc(C)c2)OC2COC(c3ccco3)OC2C1O (stereo unspecified)
7.9	-0.9	CCC(=O)NCC(c1ccco1)N1CCN(c2ccc(OC)cc2)CC1 (stereo unspecified)
26.7	0.1	Cc1ccc(OC(=O)Cn2c(C(F)(F)F)nc3ccccc32)cc1
10.7	-0.2	COc1ccc(S(=O)(=O)N2CCCN(CC(=O)Nc3ccc(NC(C)=O)cc3)CC2)cc1
44.0	-1.2	O=C(NC12CC3CC(CC(C3)C1)C2)c1ccccc1O
3.8	0.2	CCCCCCN=C(C)C1=C(O)C(C(=O)OC)C(C)(C)CC1=O (stereo unspecified)
25.2	-0.5	CCC1C(C#N)=C(SC)NC2=C1C(=O)CC(C)(C)C2 (stereo unspecified)
17.0	-0.7	COc1ccc(Br)cc1/C=C/C(=O)NCC(=O)O
24.3	1.7	Cc1ccc2oc(=O)c3cc(C(=O)NCCCN4CCc5ccccc5C4)sc3c2c1
2.2	0.3	Cc1c(Cl)cccc1NC(=O)CNC(=O)Cc1c[nH]c2ccccc12
7.4	0.3	CCc1ccccc1NC(=O)C1CC(c2ccc(OC)cc2)=NO1 (stereo unspecified)
0.0	-1.0	CCOc1ccc(CN(C(=O)c2oc3ccccc3c2C)C2CCS(=O)(=O)C2)cc1 (stereo unspecified)
15.2	0.3	CCCCCC(=O)N1CCN(CCN=CC2=C(O)CC(c3ccco3)CC2=O)CC1 (stereo unspecified)
10.7	-0.2	Cc1nn(C)c(Cl)c1NC(=O)OCc1ccc(Cl)cc1Cl
-1.5	1.1	CCN1CCN(CCCNC(=O)c2ccc(NC(=O)C3=CSCCO3)cc2)CC1
7.1	-0.7	COc1cccc(/C=N/NC(=O)Cn2nc([N+](=O)[O-])cc2C)c1
-5.7	-1.7	Cc1ccc(N(Cc2ccccc2)C(=O)CN2C(=O)NC3(CCCC3)C2=O)cc1
4.9	0.7	Cc1nc(Sc2nnnn2-c2ccccc2)c(C#N)c(C)c1C
6.5	-2.5	CCOc1ncccc1C(=O)N1CCN(S(=O)(=O)c2ccc(Br)cc2Cl)CC1
15.7	0.0	COc1ccc(-c2ncc3ccccn23)cc1OC
27.7	1.3	Cc1cc(C)nc(NC(=O)/C=C/c2cccs2)c1
5.7	-3.5	CS(=O)(=O)NCCSc1nnnn1-c1ccccc1
9.8	-0.3	COc1cc(C(=O)NCC(=O)Nc2c(C)cccc2C)ccc1OCC(=O)N1CCOCC1
0.1	-1.1	O=C1CSC(c2cccc(F)c2)N1c1ccccc1 (stereo unspecified)
24.1	1.4	CCN(CCCNC(=O)CSc1cc(=O)n(C)c2cc(Cl)ccc12)Cc1ccccc1

Entries from the list above that contain a COOH group:
OX1R antag	STK33 inh	SMILES
3.2	-0.4	Cc1c(C)c(C)c(C(=O)CCc2cccc(NC(=O)CCC(=O)O)c2)c(C)c1C
17.0	-0.7	COc1ccc(Br)cc1/C=C/C(=O)NCC(=O)O

Ordered by molar mass (low to high): part of the list above
OX1R antag	STK33 inh	SMILES
15.7	0.0	COc1ccc(-c2ncc3ccccn23)cc1OC
27.7	1.3	Cc1cc(C)nc(NC(=O)/C=C/c2cccs2)c1
44.0	-1.2	O=C(NC12CC3CC(CC(C3)C1)C2)c1ccccc1O
0.1	-1.1	O=C1CSC(c2cccc(F)c2)N1c1ccccc1 (stereo unspecified)
25.2	-0.5	CCC1C(C#N)=C(SC)NC2=C1C(=O)CC(C)(C)C2 (stereo unspecified)
7.7	-2.1	CN(C)CCCn1c(N)c(C#N)c2nc3ccccc3nc21
5.7	-3.5	CS(=O)(=O)NCCSc1nnnn1-c1ccccc1
17.0	-0.7	COc1ccc(Br)cc1/C=C/C(=O)NCC(=O)O
7.1	-0.7	COc1cccc(/C=N/NC(=O)Cn2nc([N+](=O)[O-])cc2C)c1
4.9	0.7	Cc1nc(Sc2nnnn2-c2ccccc2)c(C#N)c(C)c1C
3.8	0.2	CCCCCCN=C(C)C1=C(O)C(C(=O)OC)C(C)(C)CC1=O (stereo unspecified)
7.4	0.3	CCc1ccccc1NC(=O)C1CC(c2ccc(OC)cc2)=NO1 (stereo unspecified)
26.7	0.1	Cc1ccc(OC(=O)Cn2c(C(F)(F)F)nc3ccccc32)cc1
10.7	-0.2	Cc1nn(C)c(Cl)c1NC(=O)OCc1ccc(Cl)cc1Cl
2.2	0.3	Cc1c(Cl)cccc1NC(=O)CNC(=O)Cc1c[nH]c2ccccc12
7.9	-0.9	CCC(=O)NCC(c1ccco1)N1CCN(c2ccc(OC)cc2)CC1 (stereo unspecified)
-4.2	0.3	CC(=O)NC1C(Oc2cccc(C)c2)OC2COC(c3ccco3)OC2C1O (stereo unspecified)
-5.7	-1.7	Cc1ccc(N(Cc2ccccc2)C(=O)CN2C(=O)NC3(CCCC3)C2=O)cc1
15.2	0.3	CCCCCC(=O)N1CCN(CCN=CC2=C(O)CC(c3ccco3)CC2=O)CC1 (stereo unspecified)
-1.5	1.1	CCN1CCN(CCCNC(=O)c2ccc(NC(=O)C3=CSCCO3)cc2)CC1
0.0	-1.0	CCOc1ccc(CN(C(=O)c2oc3ccccc3c2C)C2CCS(=O)(=O)C2)cc1 (stereo unspecified)
24.3	1.7	Cc1ccc2oc(=O)c3cc(C(=O)NCCCN4CCc5ccccc5C4)sc3c2c1
13.2	1.4	CCN1C(=O)C(CC(=O)N2CCN(C(c3ccccc3)c3ccccc3)CC2)N(CC)C1=O (stereo unspecified)
9.8	-0.3	COc1cc(C(=O)NCC(=O)Nc2c(C)cccc2C)ccc1OCC(=O)N1CCOCC1
24.1	1.4	CCN(CCCNC(=O)CSc1cc(=O)n(C)c2cc(Cl)ccc12)Cc1ccccc1
10.7	-0.2	COc1ccc(S(=O)(=O)N2CCCN(CC(=O)Nc3ccc(NC(C)=O)cc3)CC2)cc1
14.5	0.2	C#CCOCCOCCOCCNc1nc(N2CCN(C(=O)[C@H](CC(N)=O)n3cc([C@@H](N)C(C)C)nn3)CC2)nc(N2CCN(C(=O)[C@H](CC(N)=O)n3cc([C@@H](N)C(C)C)nn3)CC2)n1

Assay outcomes (PubChem)
